GAA850 FXN act: FXN promoter activators, primary screen, cell-based, luciferase luminescence, HEK293 lucGAA850; HEK293 lucGAA850 FXN promoter luciferase reporter, 24 h; percent of 10 µM SAHA response; activation, % at 6 µM; 0.56% of 360,000 active; AID 540364, 2011;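 active = activation above the average of all compounds screened plus 3 SD, cutoff fixed separately per campaign, cut at about 7.5% in these data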;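 note: 0% = DMSO wells and 100% = 10 µM SAHA wells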
HGIII-sPLA2 inh: human group III sPLA2 inhibitors, primary screen, biochemical, QFRET, BODIPY PC-A2 liposome substrate; Group 3 secretory phospholipase A2 (Homo sapiens), Q9NZ20; QFRET BODIPY PC-A2 liposome hydrolysis, fluorescence; inhibition, % at 12.2 µM; 0.56% of 370,000 active;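 active = inhibition above mean plus 3 SD of compounds lying within the high and low control bounds, cut at about 19% in these data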;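 note: 0% = median of test compound wells and 100% = no enzyme DMSO wells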
PG9 binder: binders of HIV-1 gp120 antibody PG9, primary screen, biochemical, TR-FRET. inhibition, % at 6.7 µM. 0.43% of 360,000 active. TR-FRET gp120-PG9 antibody binding; in the data active = inhibition above about 8.5%
SMARCA2 activ: SMARCA2 (BRM) function activators, primary screen, cell-based, luminescence, high throughput. MG213 cells, MMTV-luciferase reporter, dexamethasone, overnight. activation, % at 9.1 µM. 1% of 370,000 active. AID 652017, 2013; in the data active = activation above about 7.8%;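 note: 0% = vehicle wells and 100% = reference activator wells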
DAX1 inh-1: DAX1 (NR0B1) inhibitors on StAR promoter, primary screen, cell-based, luminescence, SF-1 (NR5A1), full-length DAX-1; HEK293T StAR-luciferase reporter, SF-1/DAX-1 repression relief; inhibition, % at 6.8 µM; 1.1% of 370,000 active; AID 652010, 2013;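 active = inhibition above the mean over all tested compounds plus 3 SD, cut at about 3.6% in these data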;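 note: 0% = DAX-1 cells with DMSO and 100% = cells lacking DAX-1 with DMSO; higher inhibition means more luminescence from relief of DAX-1 repression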
hgDAF12 agonist: H. glycines DAF-12 receptor agonists, primary screen, cell-based, luminescence, HEK293, GAL4 fusion, UAS-luciferase; HEK293 GAL4-hgDAF12 UAS-luciferase reporter, agonist luminescence; normalized to butyrate control; 1.8% of 370,000 active; AID 687014, 2013; Nuclear hormone receptor DAF-12 (Heterodera glycines), GAL4 fusion; activation, % at 6.8 µM;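 active = activation above a cutoff set at the mean of all screened compounds plus 3 SD, cut at about 10% in these data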;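 note: 0% = DMSO wells and 100% = sodium butyrate wells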
hcDAF-12 act: H. contortus DAF-12 nuclear receptor activators, primary screen, cell-based, luminescence, HEK293, lit1-tk-luc reporter | HEK293 hcDAF-12 lit1-tk-luc reporter; 0% DMSO, 100% Δ7-dafachronic acid | activation, % at 6.8 µM | 1.4% of 370,000 active;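 active = activation above the mean of all tested compounds plus 3 SD, cut at about 5.5% in these data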;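 note: 100% = response to 3 µM Δ7-dafachronic acid high control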
ssDAF12 agonist: S. stercoralis DAF-12 nuclear receptor activators, primary screen, cell-based, luminescence, HEK293, GRIP1 co-expression, lit1-tk-luc; Nuclear hormone receptor DAF-12 (Strongyloides stercoralis); HEK293 ssDAF-12/GRIP1 lit1-tk-luc reporter; % of 3 µM dafachronic acid response; activation, % at 6.8 µM; 1% of 370,000 active;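 active = activation above the mean over all tested compounds plus 3 SD, cut at about 0.9% in these data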;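 note: 0% = DMSO-only wells and 100% = 3 µM delta7-dafachronic acid wells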
NR1D1 modulator: modulators of Rev-erb alpha DNA binding, primary screen, biochemical, FITC-DNA, fluorescence polarization, uHTS | Nuclear receptor subfamily 1 group D member 1 (Homo sapiens), P20393 | Rev-erbα–FITC-DNA binding, 90 min | activity, % at 10 µM | 0.79% of 370,000 active;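 active = activity above about 14%, limit read from the data; passing the limit was not always enough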;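 note: 0% = DMSO wells with 35 nM protein and 100% = DMSO wells with 750 nM protein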
Target sequence (P20393 whole entry, looked up): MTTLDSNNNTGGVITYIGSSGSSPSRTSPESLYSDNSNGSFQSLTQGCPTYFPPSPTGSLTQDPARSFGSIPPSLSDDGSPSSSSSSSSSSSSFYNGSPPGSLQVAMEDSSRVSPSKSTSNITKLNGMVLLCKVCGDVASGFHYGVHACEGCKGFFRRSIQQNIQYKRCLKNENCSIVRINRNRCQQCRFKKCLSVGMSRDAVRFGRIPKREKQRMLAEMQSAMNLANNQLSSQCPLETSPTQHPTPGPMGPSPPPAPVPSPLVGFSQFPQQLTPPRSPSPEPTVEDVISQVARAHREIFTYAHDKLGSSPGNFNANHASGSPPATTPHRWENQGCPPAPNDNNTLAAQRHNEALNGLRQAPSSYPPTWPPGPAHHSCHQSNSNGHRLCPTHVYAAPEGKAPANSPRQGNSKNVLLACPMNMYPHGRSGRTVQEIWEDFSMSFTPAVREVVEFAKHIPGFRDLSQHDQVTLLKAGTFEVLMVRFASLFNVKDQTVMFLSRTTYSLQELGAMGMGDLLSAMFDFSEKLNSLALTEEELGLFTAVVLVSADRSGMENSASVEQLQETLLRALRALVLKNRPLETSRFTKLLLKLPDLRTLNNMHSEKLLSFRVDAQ
PLCb3 inh: human PLC-beta3 inhibitors, primary screen, biochemical, fluorescence | 1-phosphatidylinositol 4,5-bisphosphate phosphodiesterase beta-3 (Homo sapiens), Q01970 | inhibition, % at 12.2 µM | AID 720704, 2013 | Purified PLC-beta3, fluorogenic substrate | 0.18% of 370,000 active; in the data active = inhibition above about 11%;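 note: 0% = median of compound wells on plate and 100% = full blocker control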
DAX1 inh-2: DAX1 (NR0B1) inhibitors, primary screen, cell-based, HEK293, Gal4-DAX1, luciferase luminescence. Nuclear receptor subfamily 0 group B member 1 (Homo sapiens), P51843. HEK293 Gal4-DAX1 luciferase reporter. inhibition, % at 6.75 µM. 0.99% of 340,000 active. AID 504766, 2011;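 active = inhibition above the mean over all tested compounds plus 3 SD, cut at about 4.2% in these data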;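 note: 0% = DAX1-transfected cells with DMSO and 100% = empty-vector control cells with DMSO; inhibition shows as a rise in luminescence from relieved DAX1 repression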
Target sequence (P51843 207-470 limits assumed): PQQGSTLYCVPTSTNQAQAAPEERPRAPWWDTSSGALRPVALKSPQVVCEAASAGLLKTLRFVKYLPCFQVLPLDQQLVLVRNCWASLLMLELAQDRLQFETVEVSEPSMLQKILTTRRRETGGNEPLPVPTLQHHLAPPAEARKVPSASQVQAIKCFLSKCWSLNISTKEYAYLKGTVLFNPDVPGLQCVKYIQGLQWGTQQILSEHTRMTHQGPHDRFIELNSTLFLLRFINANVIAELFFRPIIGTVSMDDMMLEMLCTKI
Active calls of the source: *; i = inactive; / = not tested or not shown; & = joins results of further samples.

SMILES	GAA850 FXN act	HGIII-sPLA2 inh	PG9 binder	SMARCA2 activ	DAX1 inh-1	hgDAF12 agonist	hcDAF-12 act	ssDAF12 agonist	NR1D1 modulator	PLCb3 inh	DAX1 inh-2
COCC(C)N1CCC(Oc2cccc(C(=O)NCCc3ccccc3)c2)CC1 (stereo not drawn)	0.3	-6	-0.1	2	1.4	-0.4	1.9	-0.9	-4	0	0.2
CCOCCCN(C(=O)c1ccco1)C(C(=O)NC1CCCC1)c1cccc(OC)c1OC (stereo not drawn)	-0.7	-2	0.7	0	-0.4	-2.0	-2.0	-1.4	3	0	0.6
O=C(COC(=O)c1cccc(NC(=O)c2ccco2)c1)c1ccc(Br)cc1	4.4	-10	1.0	8.1*	-0.3	3.4	-0.9	-1.7	1	1	-0.7
C[C@H]1O[C@@H](O[C@H]2CC[C@@]3(C)C(CC[C@]4(C)C3C=C[C@]35OC[C@@]6(CCC(C)(C)C[C@H]63)[C@@H](O)C[C@]54C)[C@]2(C)CO)[C@H](O)[C@@H](O[C@@H]2O[C@H](CO)[C@@H](O)[C@H](O)[C@H]2O)[C@H]1O (stereo partly drawn)	1.1	-42	0.0	0	0.5	-0.6	-1.0	-1.2	0	-2	0.1
COc1ccc(CN2CCCCC2C)c(C)c1C (stereo not drawn)	-0.9	12	1.2	-3	0.3	2.2	-0.8	-1.2	-5	0	0.6
COc1ccc(Cc2c(-c3ccc(F)cc3)nc3ccc(C)cn23)c(C)c1	/	4	0.9	9.6*	1.9	8.9	3.7	0.2	-3	-19	/
O=C(NCc1ccco1)c1csc2c1CCCC2	3.5	1	1.7	0	-0.4	3.2	-0.8	-1.1	2	3	/
CCCC(=O)Nc1ccc(C(=O)COC(=O)C2CC2)cc1	2.2	9	0.6	1	2.0	4.1	0.1	-0.9	-2	-1	0.4
CC1CN(C(=O)c2ccc(Br)c(S(=O)(=O)N3CCOCC3)c2)CC(C)O1 (stereo not drawn)	0.4	0	0.2	-2	-1.4	4.0	-0.6	-0.6	-2	-3	0.1
Cn1cnnc1SCC(=O)c1c[nH]c2ccccc12	-0.9	2	-0.6	-1	1.0	4.3	5.5	0.8	1	-2	1.4
NC(N)=N/N=C/c1cc([N+](=O)[O-])ccc1O	2.5	-2	-2.1	3	-0.2	1.8	-1.1	-1.1	-3	3	0.8
O=C(CCNC(=O)c1ccc(Cl)cc1)NNC(=O)c1ccc(F)cc1	1.9	-5	-3.0	3	1.3	1.9	-0.3	-1.2	6	-3	0.0
COc1ccccc1CN1CC(C(=O)NCc2cnn(C)c2)CCC1=O (stereo not drawn)	1.7	1	-1.4	-2	-0.7	-2.4	1.1	-1.1	1	-2	0.8
COc1ccc(-c2nn3c(-c4ccc(F)cc4)nnc3s2)cc1	1.1	-8	5.6	-2	-0.6	-0.1	-1.1	-1.5	14	0	0.0
Cc1ccc2nc(SCc3nc4cc(Cl)ccc4c(=O)[nH]3)[nH]c2c1	1.8	-5	-0.4	-1	0.5	2.9	2.9	-0.5	-30	-7	0.9
Cc1ccc(S(=O)(=O)CC(C)N2CCN(C3CCCCC3)CC2)cc1 (stereo not drawn)	1.8	-1	-1.0	0	-0.5	-1.4	-0.3	-1.5	-2	1	1.2
CCOC(=O)c1cc2c(=O)n3cccc(C)c3nc2n(CC2CCCO2)c1=NC(C)=O (stereo not drawn)	-0.5&-1.3	-6&2	-2.6&1.7	1&0	-12&0.9	-13&-2.2	-1.5&-2.2	-2.1&-1.5	-5&-4	-196&-162	2.0&0.9
COc1cccc(N/C(C)=C/C(=O)c2ccc(Br)cc2)c1	0.3	6	-0.5	1	0.8	-1.7	1.4	0.8	4	-3	0.6
COc1cc(NC(=O)c2csc(N)n2)cc(C(=O)Nc2cccc(C(F)(F)F)c2)c1	-4.6&-4.7	-5&3	-1.0&0.3	-4&-1	-5.1&-0.6	0.9&-0.2	0.9&1.7	-0.6&-0.9	1&9	-4&-4	-3.2&-2.3
CCCCc1ccc(NC(=O)CSc2nc(=O)n(CCN(CC)CC)c3c2CCC3)cc1	0.1	-19	1.1	3	1.4	0.4	-1.4	-1.4	-4	4	0.1
CCC(C)(C)NC(=O)C(c1cccc(OC)c1OC)N(Cc1ccc(OC)cc1)C(=O)CCC(=O)Nc1cc(C)on1 (stereo not drawn)	-1.4	-9	-1.9	-4	0.0	2.1	-1.6	-1.0	3	1	-1.4
CC(=O)c1sc(Nc2nc3ccc(F)cc3s2)nc1C	2.6	-35	-0.2	6	0.5	6.6	0.7	0.1	-3	-400	0.5
CCCN(C)C1CN(Cc2cn(Cc3ccc(F)cc3)nn2)S(=O)(=O)C1 (stereo not drawn)	/	4	2.1	2	0.8	-1.2	1.0	-0.5	-1	1	/
O=[N+]([O-])c1ccc(OCc2cn([C@@H](CO)c3ccccc3)nn2)c(Br)c1	-0.4	-25	-1.0	1	-0.3	2.6	-2.2	-1.3	4	-1	-1.7
COc1ccc(S(=O)(=O)N2CCOCC2)cc1NC(=O)CO/N=C/c1ccccc1OC(F)F	0.9	0	-1.9	-2	-0.7	-0.4	0.1	-0.7	1	0	-1.3

Looked up above.
CCCCc1ccc(NC(=O)CSc2nc(=O)n(CCN(CC)CC)c3c2CCC3)cc1 in SMARCA2 activ → 3
O=C(CCNC(=O)c1ccc(Cl)cc1)NNC(=O)c1ccc(F)cc1 in PLCb3 inh → -3

Further structures:
SMILES	GAA850 FXN act	HGIII-sPLA2 inh	PG9 binder	SMARCA2 activ	DAX1 inh-1	hgDAF12 agonist	hcDAF-12 act	ssDAF12 agonist	NR1D1 modulator	PLCb3 inh	DAX1 inh-2
COC1c2ccccc2C(=O)N1Cc1ccc(F)cc1 (stereo not drawn)	0.9	5	-0.2	-2	-0.4	-0.8	-1.6	-1.3	-5	-2	0.2
CN(C)C=NC(=O)c1cc(C(=O)c2ccc(C(C)(C)C)cc2)c[nH]1	7.1	-10	-0.7	4	4.4*	14*	5.3	-0.8	-1	-4	0.7
CCCCCn1c(SCCc2ccccc2)nc2c1c(=O)[nH]c(=O)n2C	3.8	-7	-1.5	0	-0.3	-3.0	-2.0	-1.0	3	4	-0.5
O=C(COC(=O)c1c(Cl)cccc1Cl)NCc1cccs1	0.5	-4	-0.5	2	-0.1	-1.1	-0.5	-1.8	-2	1	0.9
O=C(N/N=C/c1ccccc1)c1ccc(NC(=O)c2ccc(F)cc2)cc1	1.6	-3	-0.8	0	-0.5	0.5	-1.4	-0.7	2	-15	0.7
COC(=O)C(CC(=O)c1ccc(Cl)cc1)c1ccccc1 (stereo not drawn)	0.6	-10	-2.1	0	0.0	0.0	-0.1	-1.4	-5	0	-0.1
CCOc1cc(C2NC(=O)NC(c3ccccc3)=C2C(C)=O)ccc1OCC(N)=O (stereo not drawn)	1.0	2	-0.5	1	-0.2	2.2	-1.3	-0.8	-6	-17	-0.3
Cc1ccc(S(=O)(=O)N[C@H](C(=O)N2CCC(C(=O)N[C@H](C(=O)O)c3ccccc3)CC2)C(C)C)cc1	0.2	1	-2.2	1	-0.1	2.6	-1.2	-0.9	3	10	1.8
CC(C)OC(=O)CSc1nnc(-c2ccc(Cl)cc2Cl)o1	0.7	-1	0.1	1	0.1	-1.6	-1.6	-1.2	1	-1	0.9
Cc1ccc(-c2csc3nc4c5ccccc5c(NCCCN(C)C)nn4c(=O)c23)cc1	2.7	-11	-0.3	-1	1.4	-1.7	1.8	-0.7	2	i	3.5
C=C(C)C(=O)Nc1ccc2c(c1)OCCOCCOCCO2	1.1	8	0.8	-2	0.2	-2.1	-1.3	-0.8	0	-4	2.4
Cc1cnc(C(=O)OCC(=O)Nc2cccc3ccccc23)cn1	-0.3	2	0.3	0	0.6	2.1	-0.7	-1.5	-3	-10	0.6
O=C(CSc1nc2ccccc2c(=O)n1Cc1ccc(F)cc1)NCc1cccs1	0.2	-1	16*	1	0.9	1.5	-0.1	-1.2	4	-2	-0.5
CC(C)=C1C2C=CC1C1C(=O)N(c3ccc4c(c3)OCO4)C(=O)C21 (stereo not drawn)	1.8	0	-0.8	-3	0.6	0.0	-1.8	-1.1	3	0	1.1
Cc1ccc2c(C)c(C(=O)N3CCN(c4cnccn4)CC3)oc2c1C	1.6	-4	-0.4	-3	1.1	-0.8	0.6	-0.4	-2	-85	0.0
CCCCCCCCN1C(=O)[C@@H](CC(=O)NCC23CC4CC(CC(C4)C2)C3)C[C@@]2(C(=O)OC)C1=C[C@H](COCc1ccccc1)O[C@@H]2C	/	-9	/	-1	0.2	2.2	0.6	-1.3	-3	3	/
O=C(CSc1ccc2nnc(-c3ccc(Cl)cc3)n2n1)N1CCc2ccccc21	0.4	2	0.1	-2	1.3	0.0	-2.8	-1.2	3	5	0.0
CCCCNC(=O)CCC(=O)Nc1ncc(-c2ccc(C)cc2)n1C	2.5	0	-1.1	4	-0.2	0.0	-0.5	-1.4	-8	3	1.6
Cc1cccc(NC(=O)Nc2ccc3c(c2)N(C)C(=O)CS3)n1	3.4	6	0.1	0	0.2	3.1	-0.9	-1.4	2	3	1.9
O=C(O)COc1ccc2c(c1)O/C(=C\c1cccs1)C2=O	2.1	-3	-7.1	-2	0.1	2.6	-0.1	-0.1	-1	-81	0.4
CCc1ccc(C(=O)COC(=O)C(Cc2ccccc2)NC(=O)c2ccc(Cl)cc2)cc1 (stereo not drawn)	-1.3	-4	1.8	-2	-0.2	-0.4	-0.3	-0.6	2	1	-0.3
Cc1ccc(S(=O)(=O)N(C)C[C@@H]2Oc3ccc(NC(=O)Cn4cnnn4)cc3C(=O)N([C@@H](C)CO)C[C@H]2C)cc1	0.9	-8	0.9	1	1.1	1.6	-0.7	-1.4	-2	1	0.1

High-throughput results from PubChem BioAssay.
